# Compound activity (PubChem BioAssay)
# Pf Dd2 growth = Plasmodium falciparum Dd2 growth inhibition; 120,000 tested, 4.3% active; P. falciparum Dd2 growth, SYBR Green, 72 h; Potency, µM (titrated, usually from 28.9 µM), for inactives: at the top dose activity, negative = inhibition, usual class: inhibitors; AID 1347417; active = well fitted inhibition curve with a large enough effect; inconclusive = small, poorly fitted or top-dose-only effect; inactive = no such curve, though single readings can be large or run the other way;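 note: plate controls were DMSO vehicle for no effect and reference drug for full effect; nearly all actives have a fitted effect of over 65% in size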
#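 Infected erythrocytes (Dd2, 0.3% parasitemia, 2.5% hematocrit final) are added to compound in RPMI-1640/Albumax II medium, grown 72 h at 37C in low oxygen, then lysed with saponin/Triton-X containing SYBR Green and read by fluorescence.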
# Starred values were filed as active, the others as inactive; i = inactive; ? = inconclusive; [ ] = another dose, or the depositor's remark. Potency is the fitted concentration of half-maximal effect. These rows are one share of the data; the hit share may differ from the screen's.
SMILES,Pf Dd2 growth
COc1ccc(CN2CCC([C@H]3[C@@H](OC)C(=O)N3C(C)C)CC2)cc1CN1CCCC1,?
Cn1c(=O)oc2cc(S(=O)(=O)N3CCCC(C(=O)N4CCN(c5ccc(Cl)cc5)CC4)C3)ccc21 (stereo not drawn),12.4%
COc1ccccc1C(=O)NC1(C(F)(F)F)C(=O)Nc2c1c(=O)[nH]c(=O)n2CCc1ccccc1 (stereo not drawn),2.2%
COc1ccccc1-c1nocc1CCC(=O)O,16.3%
O=C(Cc1ccc(NC(=O)N2CCSc3ncccc32)cc1)NCc1ccccc1Cl,i
COc1ccc(NC(=O)Cn2c(-c3ccccc3)nc(C)cc2=O)cc1,?
CC1CCN(CC2CCCN(C(=O)C3(c4ccccc4)CC3)CC2)CC1 (stereo not drawn),?
COc1ccc(CCNC(=O)CCCn2c(=O)c3ccccc3n(Cc3ccccc3C)c2=O)cc1OC,32.6%[activator]
O=C1Nc2ccccc2C12CN([S+](=O)([O-])c1ccccc1)C2,-8.7%
O=C(NC1C[C@H]2CC[C@@H](C1)N2C(=O)Cc1ccc(Br)cc1)c1ccncc1 (stereo partly drawn),i
CCc1ccc(C(=O)N2CCN(C3(CC)CCN(C(=O)NC)C3)CC2)cc1 (stereo not drawn),-16.2%
Cc1c(C(=O)OC2CCCC2)[nH]c2c1C(=O)CC(c1ccc(C(C)(C)C)cc1)C2 (stereo not drawn),-17.5%
Cc1c(Cl)cccc1NS(=O)(=O)c1ccc2[nH]cc(C(=O)NC3CCCC3)c(=O)c2c1,?
CN1CCc2nc3sc(C(=O)Nc4c(F)cccc4F)c(N)c3cc2C1,122.2%[activator][5.79 µM]
COc1ccccc1C(=O)N1CCC2(C1)NC(=O)c1ccccc1O2 (stereo not drawn),-9.7%

# Reprinted at random: four compounds from above.
SMILES,Pf Dd2 growth
COc1ccccc1-c1nocc1CCC(=O)O,16.3%
CC1CCN(CC2CCCN(C(=O)C3(c4ccccc4)CC3)CC2)CC1 (stereo not drawn),?
O=C(NC1C[C@H]2CC[C@@H](C1)N2C(=O)Cc1ccc(Br)cc1)c1ccncc1 (stereo partly drawn),i
COc1ccc(CN2CCC([C@H]3[C@@H](OC)C(=O)N3C(C)C)CC2)cc1CN1CCCC1,?

# Carrying on.
SMILES,Pf Dd2 growth
CC(C)NC(=O)NC1CC2(CCN(C(=O)c3ccccc3)CC2)c2ccccc21 (stereo not drawn),-22.3%
COc1cccc(Nc2sc(C(=O)c3ccc(F)cc3)c(N)c2C(=O)NCc2ccc(C)cc2)c1,10µM*
Cc1cccc(CC(=O)N2[C@H]3CC[C@@H]2c2cnc(-c4ccc(F)cc4)nc2C3)c1,?
CC(=O)Nc1ccc(S(=O)(=O)N2C[C@@H]3C[C@H](C2)c2ccc(-c4ccccc4C)c(=O)n2C3)cc1,i
CCCCNC(=O)c1ccc(-c2nc(CN3CCc4ccccc43)c(C)o2)cc1,?
O=C(NCC(O)CO)c1ccc(OC2CCN(CCc3ccccc3)CC2)cc1 (stereo not drawn),2.6%
CCOc1ccc(OCC)c(NS(=O)(=O)c2ccc3c(c2)CCCN3C(C)=O)c1,-8.8%
CCCCn1c(NCc2cc(Br)ccc2O)nc2ccccc21,?
NC(=O)Cc1c[nH]c2ncc(-c3cccc(CO)c3)cc12,-1.3%[44.1 µM]
Cc1ccsc1C(=O)C1CCCN(Cc2ccc(C#CC(C)(C)O)cc2)C1 (stereo not drawn),?
CCN1C(=O)CCN(C(=O)N(C)C)CC12CCOCC2,30.6%
COc1nc2c(cc1CNC(=O)CN1CCOCC1)C(=O)N(C1CCCC1)C2,-6.8%
CCCCCNC(=O)c1nnn2cc(C)[nH]c(=O)c12,?
CCOc1cc(=O)n2c(c1C(=O)Nc1ccc(Cl)cc1)CCCC2,1.7%
CCn1cc(C(=O)N[C@@H]2CN(Cc3ccccc3)C[C@H]2CN(C)C)cn1,i
CN(Cc1ccccc1C(F)(F)F)C(=O)c1ccc(C(F)(F)F)cc1,?
Cc1cccc(C(=O)N(Cc2nc(-c3ccc(Cl)cc3)no2)C(C)C)c1,40.1%[activator]
CN(C1CCOCC1)C1CCN(C(=O)c2ccc(Cl)cc2)CC1,-6.8%
CC1CCc2c(sc3nnn(CCCCOc4ccc(Cl)cc4)c(=O)c23)C1 (stereo not drawn),1.5%
CC(C)(C)OC(=O)N1CC(c2cncnc2)C1,13.5%[44.1 µM]
O=C(Nc1ccc(F)cc1F)N[C@H]1C[C@H]2C(=O)NC[C@@H](CCC(=O)N3CCC(O)CC3)N2C1,3.6%
O=C(Cc1ccc(F)cc1)N1CCC2(CC1)NC(=O)N(Cc1ccc(F)cc1)C2=O,?
COc1ccc(-n2ncc(C(=O)NCCc3ccsc3)c2C2CCN(C(=O)OC(C)(C)C)CC2)cc1,-27.3%
FC(F)(F)c1ccc(CN2CC[C@H](c3nc4cc(Cl)ccc4o3)C2)cc1,i
CN1CC2(CCN(C(=O)NCc3ccco3)CC2)CC(c2ccccc2)C1=O (stereo not drawn),0.8%
CC(=O)Nc1ccc2c(c1)S(=O)(=O)N=C(CC(C)C)N2c1ccccc1,?
Cc1cc(OCC(=O)Nc2ncn[nH]2)ccc1Cl,?
CC(=O)N1CCN([C@H]2[C@@H]3OC[C@@H](O3)[C@@H](NCc3cnc4ccccc4c3)[C@@H]2O)CC1,16.7%[44.1 µM]
COc1ccc(-c2ccc3ncc(Nc4cccnc4OC)n3n2)cc1OC,-6.4%[44.1 µM]
Cc1cccc(C(=O)N2CCC(Oc3cccnc3)C2)c1 (stereo not drawn),i
CC(C)(C)C(=O)N1CCC(c2nn(-c3ccc(F)cc3)c(=O)[nH]2)CC1,i
Cc1cccc(NC(=O)CN2c3ccccc3S(=O)(=O)c3ccccc32)c1C,-6.2%
CCN(CC)c1cc(CCC(=O)N2CCN(c3ncccn3)CC2)ccn1,?
COCC1CN(Cc2ccc(OC(F)(F)F)cc2)CC12CCNCC2 (stereo not drawn),?
COc1ccc(C(C)NC(=O)CN2C(=O)C(c3ccccc3)=NC2(C)C)cc1 (stereo not drawn),33.6%
COc1cccc(C(=O)NC(=O)Nc2ccc(-n3nc(C(F)(F)F)cc3C(F)(F)F)cc2)c1,-8.6%
CNC(=O)[C@@H]1CN(C(=O)c2ccc3c(c2)OCO3)C[C@H]1c1nc(COC)no1,-22.2%
N#Cc1ccccc1NC(=O)C(=O)NCCc1csc(-c2ccc(C(F)(F)F)cc2)n1,-3.8%
CCC(Sc1nncn2c1cc1occc12)C(=O)Nc1ccc(C)c(Cl)c1 (stereo not drawn),14.1µM*
CCc1noc(-c2ccn3c(CNC(=O)c4nccc5ccccc45)nnc3c2)n1,-14.1%
Cc1ccc(C(=O)NCC(=O)N2CCCCCNC(=O)CC2c2ccccc2)s1 (stereo not drawn),-13.9%
CCOC(=O)Cc1ccc(NC(=O)N(Cc2ccc(CC)cc2)Cc2cn[nH]c2-c2ccc(OC)cc2)cc1,?
CCN(CC)C(=O)C(NC(=O)c1cccs1)C1CCN(C(=O)CCc2ccccc2)CC1 (stereo not drawn),i
Cc1c(CN(C)Cc2cccc(C(=O)Nc3ccc(C#N)cc3)c2)cnn1C,14.6%
COCCOCC(=O)N1CCC(C(=O)N2CCCCCCNC(=O)CC2)CC1,8.8%
COc1ccccc1N1CCN(S(=O)(=O)CCNC(=O)COc2ccc(F)cc2)CC1,-1.9%
C=CCN1CC(C(=O)N2CCN(Cc3ccccc3C#N)CC2)CC1=O (stereo not drawn),-1.6%
CC(C)CNC(=O)N1CCC(N2C(=O)C3(CCCCC3)C2c2ccncc2)CC1 (stereo not drawn),?
CCCN1C(=O)C(CC(=O)N2CCCCCC2)Sc2ncccc21 (stereo not drawn),-7.4%
CNC1CCN(c2ccc(-c3nc(CCCc4ccccc4)no3)cn2)CC1,?
Cc1ccc(CCNc2ncnc3onc(C)c23)cc1,11.0%
CNC(=O)c1cc[nH]c1C1CCCN(Cc2scnc2C)C1 (stereo not drawn),14.9%
Cn1c(Cn2cccn2)nnc1C1CC(NC(=O)CCN2CCCO2)C1 (stereo not drawn),4.7%
CCOc1ccccc1N1CC(c2nc3ccccc3n2CCOc2ccc(OC)cc2)CC1=O (stereo not drawn),?
COc1ccc(-c2ccccc2)cc1N1C(=O)[C@@H]2C[C@H]1CN2C(=O)[C@@H]1CCCO1,-18.6%
O=C([C@@H]1C[C@H](F)CN1S(=O)(=O)Cc1ccccc1)N1CCCCC1,18.3%
O=C(NC1CCN(C(=O)N2CC3CC(C2)[C@H]2CCCC(=O)N2C3)CC1)c1cccs1 (stereo partly drawn),-0.6%
Cc1ccc(C2=CC(c3ccccc3F)n3c(nc4ccccc43)N2)cc1C (stereo not drawn),?
Cc1oc(-c2cccc(Br)c2)nc1CN1CCC(C(=O)NCCc2ccc(Cl)cc2)CC1,24.4%
O=C(Nc1ccc(Cl)cc1)c1cc(S(=O)(=O)N2CCc3ccccc32)ccc1F,0.7%

# 6 compounds already listed, sorted by SMILES length, falling.
SMILES,Pf Dd2 growth
O=C(Nc1ccc(Cl)cc1)c1cc(S(=O)(=O)N2CCc3ccccc32)ccc1F,0.7%
CCOc1ccccc1N1CC(c2nc3ccccc3n2CCOc2ccc(OC)cc2)CC1=O (stereo not drawn),?
CNC1CCN(c2ccc(-c3nc(CCCc4ccccc4)no3)cn2)CC1,?
C=CCN1CC(C(=O)N2CCN(Cc3ccccc3C#N)CC2)CC1=O (stereo not drawn),-1.6%
CNC(=O)c1cc[nH]c1C1CCCN(Cc2scnc2C)C1 (stereo not drawn),14.9%
Cc1ccc(CCNc2ncnc3onc(C)c23)cc1,11.0%

# New compounds follow.
SMILES,Pf Dd2 growth
COc1ccccc1N1CCN(C(=O)CNS(=O)(=O)c2ccc(Br)s2)CC1,?
N#Cc1cccc(C(=O)N2CCCC(n3cc(-c4nc(C5CC5)no4)nn3)C2)c1 (stereo not drawn),-19.6%
COc1cccc(CNC(=O)c2ccc3oc(=O)n(Cc4ccccc4)c3c2)c1,9.3%
CCn1cc(S(=O)(=O)c2ccc(C)cc2)c(=O)c2cc(F)c(N3CCCCCC3)cc21,?
COc1ccc(CC(=O)N2CC(c3nnc(-c4ccncc4)o3)C3(CCOCC3)C2)cc1 (stereo not drawn),-1.9%
O=C(Cn1cc(S(=O)(=O)Cc2ccc(F)cc2)c2ccccc21)NCc1ccccc1Cl,i
COc1ccc(-c2ccnc(N[C@H]3CO[C@H]4[C@@H]3OC[C@@H]4NS(=O)(=O)c3cccs3)n2)cc1,i
Cc1ccc(CN2CCCC(C(=O)N3CCN(c4ccccn4)CC3)CCNC(=O)CC2)s1 (stereo not drawn),?
COc1ccc(Cl)cc1NC(=O)CSc1nc(=O)[nH]c2c1CCCC2,i
O=C(NCc1csc(-c2ncccn2)n1)C1COc2ccccc2C1 (stereo not drawn),0.6%
CCN(CC)CC[C@H]1CN(C(=O)Cc2ccc(OC)cc2)CC[C@H]1CC(=O)O,40.1%[activator][44.1 µM]
O=C1Nc2ccccc2CC12CCN(CC1CCCCC1)C2 (stereo not drawn),?
Cn1cc(-c2cnc(Nc3ccc(F)cc3)c3c2CCO3)cn1,-23.8%[44.1 µM]
COc1ccc(CNC(=O)C[C@@H]2c3nc(NC(=O)c4cccs4)sc3C[C@@H]3[C@](C)(CO)[C@H](O)CC[C@]32C)cc1,3.98µM*
C#CCOc1ccc(-c2nnc(Nc3ccc(NC(C)=O)cc3)c3ccccc23)cc1,44.1%[activator]
O=C(N[C@@H]1C[C@H](Cn2cc(C3CC3)nn2)[C@@H](O)[C@H]1O)c1ccccc1,-1.3%[44.1 µM]
CCC1(O)CCC12CCN(C(=O)c1cccs1)CC2 (stereo not drawn),-14.9%
CCc1noc(-c2cccn3c(CNC(=O)c4ccccn4)nnc23)n1,-26.1%
O=C(COc1ccccc1)Nc1ccc(-c2nnc3n2CCCC3)cc1,10µM*
COc1ccc(-c2nc(Cn3c(SCc4ccccc4F)nc4cccnc43)c(C)o2)cc1,?
COCCOC1CCN(C(=O)c2cccc(OC)c2)CC1,1.4%
N#C/C(=C\c1ccc(-c2ccc(C(=O)O)cc2)o1)c1nc2ccccc2[nH]1,6.9%
COc1ccc(CNCCSc2nnnn2-c2ccccc2)c(OC)c1,?
Cc1cc(=O)n(CC(=O)Nc2cccc(F)c2)c(-c2ccc(F)cc2)n1,?
CCc1ccccc1N(C)S(=O)(=O)c1ccc2[nH]cc(C(=O)NCCOC)c(=O)c2c1,12.5%
CC(=O)c1ccc(C(=O)N2CCC3(CC2)OCCCC3O)s1 (stereo not drawn),10.4%
Cc1ccc(S(=O)(=O)CC(=O)N2CCN(c3nc4c(F)cccc4s3)CC2)cc1,10.1%
CCOC(=O)c1cc(OC(=O)c2cc(OC)c(OC)c(OC)c2)n(-c2ccccc2)n1,24.6%
CC(C)c1nc2c(c(-c3ccc(O)cc3)n1)CN(Cc1ccccc1)CC2,-4.9%
Cc1ncc2c(c1CNC(=O)c1sccc1S(N)(=O)=O)CCNC2,-3.5%
CC1=C(C(=O)Nc2cc(Cl)ccc2C)C(c2sccc2C)n2ncnc2N1 (stereo not drawn),-3.9%
O=C(NCc1ccc(Cl)cc1)c1ccn2cncc2c1,i
CC(C)c1noc(C2Cc3ccccc3N2C(=O)Nc2ccc3c(c2)OCCO3)n1 (stereo not drawn),?
O=C(CSc1nc(=O)n(Cc2ccccn2)c2c1CCC2)Nc1ccccc1,-5.0%
COc1ccc(NC(=O)c2cc(C(C)=O)n3ccccc23)cc1,-14.1%
CC(C)Cn1c(-c2ccc(S(=O)(=O)N3CCCC3)cc2)csc1=Nc1ccccc1,?
COc1ccc2[nH]c(C(=O)NCC(=O)N3CCCCCCNC(=O)CC3c3ccccc3)cc2c1 (stereo not drawn),5.01µM*
